GASC1 inh = blocks human GASC-1 (KDM4C) demethylase activity; Q9H3R0; GST-KDM4C 2-372, H3K9me3 peptide, LANCE TR-FRET; inhibition, % at 12.5 µM; actives 0.15% (n = 96,000);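 active means mean replicate inhibition above about 25%, with at least 55% of replicates also reaching it, limit read from the data, passing the limit was not always enough; inconclusive means only one of those two conditions met; inactive means neither condition met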
Target sequence (Q9H3R0 2-372 limits assumed): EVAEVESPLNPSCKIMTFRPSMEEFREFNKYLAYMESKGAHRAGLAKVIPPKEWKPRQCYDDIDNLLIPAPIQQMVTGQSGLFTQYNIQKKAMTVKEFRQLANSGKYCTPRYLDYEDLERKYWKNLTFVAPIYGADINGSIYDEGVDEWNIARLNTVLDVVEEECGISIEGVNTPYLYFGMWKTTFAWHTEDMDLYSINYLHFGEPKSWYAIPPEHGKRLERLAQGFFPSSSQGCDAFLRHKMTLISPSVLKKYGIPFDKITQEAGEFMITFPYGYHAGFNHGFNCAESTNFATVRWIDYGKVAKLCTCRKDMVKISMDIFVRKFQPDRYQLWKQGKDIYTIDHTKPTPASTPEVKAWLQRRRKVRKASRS
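reagent = H3K9me3 peptide substrate, Fe(II), 2-oxoglutarate | system = GST-tagged GASC-1 (JMJD2C) catalytic fragment, aa 2-372 | amount = enzyme final amount 10 nM | read-out = Fall in 671/618 emission ratio as inhibition | medium = HEPES buffer, pH 7.5, plus ascorbate | schedule = 30 min reaction, 60 min detection, RT | measured by = LANCE TR-FRET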
T cruzi growth = T. cruzi proliferation inhibition; T. cruzi beta-gal in NIH3T3, GalScreen luminescence, 90 h; inhibition, % at 8.34 µM; actives 5.9% (n = 77,000); AID 624255;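 active means mean inhibition above about 93%, with at least 55% of replicates each passing it, limit read from the data, passing the limit was not always enough; inconclusive means only one of those two conditions holds; inactive means neither condition holds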
Pf Dd2 inh = inhibitors of Plasmodium falciparum Dd2 growth | P. falciparum Dd2 growth, SYBR Green, 72 h; hits give low values | activity change, % at 10 µM | actives 2.3% (n = 94,000); in the data active means activity change below about -80%; inconclusive means no clear call, values can overlap the other calls
C diff HTS = C. difficile growth inhibition; Clostridium difficile clinical isolate growth, OD600, 24 h; hits give low values; growth activity, negative = inhibition, % at 16 µg/mL (by protocol); actives 0.25% (n = 86,000); AID 1259249;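 active means mean growth activity at or below -80% and every replicate also at or below -80%; inconclusive means mean at or below -80% but some replicate above -80%; inactive means mean growth activity above -80%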;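 further: 0% = DMSO wells and -100% = levofloxacin 16 µg/mL wells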
* marks the source's active call; other numbers are inactive results; ? = inconclusive; · = no result given; & = joins results of further samples. No enrichment for hits. About 7% of those tested had a hit in this group.

A first look (two entries):
Values run as follows: GASC1 inh | T cruzi growth | Pf Dd2 inh | C diff HTS
CCC(=O)N[C@H]1C[C@@H]2O[C@H](CO)CC[C@@H]2O[C@@H]1CCc1ccc(-c2cccc(OC)c2)cc1
    · | · | -21.9 | -6.3
CCC(=O)N1[C@@H](CO)[C@@H](c2ccccc2)C12CN(C(=O)Nc1cccc(OC)c1)C2
    -2.7 | · | 22.0 | 2.6

All compounds of this part, from the start:
Values run as follows: GASC1 inh | T cruzi growth | Pf Dd2 inh | C diff HTS
CCC(=O)N[C@H]1C[C@@H]2O[C@H](CO)CC[C@@H]2O[C@@H]1CCc1ccc(-c2cccc(OC)c2)cc1
    · | · | -21.9 | -6.3
CCC(=O)N1[C@@H](CO)[C@@H](c2ccccc2)C12CN(C(=O)Nc1cccc(OC)c1)C2
    -2.7 | · | 22.0 | 2.6
CC(C)NC(=O)Nc1ccc2c(c1)C(=O)N([C@@H](C)CO)C[C@H](C)[C@@H](CN(C)C)OCCCC[C@H](C)O2
    1.9 | 15.6 | -27.0 | -6.6
CCC(=O)Nc1ccc2c(c1)OC[C@@H](C)N(Cc1cccnc1)C[C@@H](C)[C@@H](OC)CN(C)C2=O
    -1.0 | 94.8 | 26.5 | ·
O=C(CC(F)(F)F)N1C[C@H]2[C@@H](c3ccccc31)[C@H](CO)N2CC1CCCCC1
    3.3 | 12.3 | -16.3 | 2.9
CN1C(=O)c2cc(NC(=O)C3CCC3)ccc2OC[C@H]2O[C@H](CC(=O)NCC3CCCCC3)CC[C@@H]21
    3.5 | · | -2.3 | 1.7
C/C=C/c1ccc2c(c1)O[C@@H](CN(C)C(=O)Cc1ccncc1)[C@@H](C)CN([C@@H](C)CO)S2(=O)=O
    -1.7 | 52.8 | -60.1 | 4.9
COc1ccc(S(=O)(=O)Nc2ccc3c(c2)C(=O)N([C@H](C)CO)C[C@@H](C)[C@@H](CN(C)Cc2ccc(Oc4ccccc4)cc2)O3)cc1
    -1.0 | -21.8 | -2.9 | 5.6
C[C@@H]1CN([C@@H](C)CO)C(=O)c2cc(-c3cncnc3)cnc2O[C@@H]1CN(C)CC1CCOCC1
    11.1 | 81.2 | 22.2 | -4.9
COc1cccc(C#Cc2ccc([C@@H]3[C@@H](CO)N4C(=O)CN(S(=O)(=O)c5ccccc5C)C[C@@H]34)cc2)c1
    -1.1 | · | -67.9 | 30.6
C[C@H](O)C#Cc1cnc2c(c1)C(=O)N([C@@H](C)CO)C[C@@H](C)[C@H](CN(C)C(=O)CC1CC1)O2
    5.0 | 31.1 | · | 0.4
COc1ccccc1NC(=O)N1CC(=O)N2[C@H](CO)[C@@H](c3ccc(C#CC4CC4)cc3)[C@H]2C1
    -0.8 | · | -20.2 | 6.9
O=C(Cc1ccccc1)N[C@H]1C=C[C@H](CC(=O)N2CCCCC2)O[C@H]1CO
    0.3 | 10.7 | -7.2 | -0.1
C[C@H]1CCCCO[C@H](CN(C)S(=O)(=O)c2ccccc2)[C@@H](C)CN([C@@H](C)CO)C(=O)c2cc(NC(=O)NC3CCCCC3)ccc2O1
    -0.3 | 87.2 | -79.1 | -8.3
COc1ccc(NC(=O)N(C)C[C@H]2Oc3c(NC(=O)c4ccc(-c5nccs5)cc4)cccc3C(=O)N([C@H](C)CO)C[C@H]2C)cc1
    -1.4 | -10.6 | -28.4 | -4.7
Cc1noc(C)c1NC(=O)N[C@H]1C=C[C@H](CC(=O)Nc2ccccc2)O[C@H]1CO
    2.5 | · | · | 1.2
C[C@@H]1CCCCO[C@@H](CN(C)Cc2ccc(C(F)(F)F)cc2)[C@H](C)CN([C@H](C)CO)C(=O)c2cc(NC(=O)c3ccccc3)ccc2O1
    -2.9 | 66.4 | -60.7 | 20.3
COc1cccc(NC(=O)C[C@H]2CC[C@@H]3[C@H](COc4ccc(NC(=O)C5CCC5)cc4C(=O)N3C)O2)c1
    0.6 | · | -27.9 | 5.8
C[C@@H]1CN([C@H](C)CO)C(=O)c2cccc(NS(C)(=O)=O)c2O[C@H]1CN(C)Cc1ccc(-c2ccccc2)cc1
    -1.4 | 43.3 | -21.9 | 2.2
C[C@H]1CN([C@@H](C)CO)C(=O)Cc2cc(NC(=O)CCC(F)(F)F)ccc2O[C@H]1CN(C)C(=O)Nc1ccc(F)cc1
    0.2 | 10.0 | 5.4 | -6.4

Some of these compounds in order of the GASC1 inh value, smallest number first.
mol	GASC1 inh	Pf Dd2 inh
C[C@@H]1CCCCO[C@@H](CN(C)Cc2ccc(C(F)(F)F)cc2)[C@H](C)CN([C@H](C)CO)C(=O)c2cc(NC(=O)c3ccccc3)ccc2O1	-2.9	-60.7
Cc1noc(C)c1NC(=O)N[C@H]1C=C[C@H](CC(=O)Nc2ccccc2)O[C@H]1CO	2.5	·
C[C@@H]1CN([C@@H](C)CO)C(=O)c2cc(-c3cncnc3)cnc2O[C@@H]1CN(C)CC1CCOCC1	11.1	22.2

Other entries follow.
Values run as follows: GASC1 inh | T cruzi growth | Pf Dd2 inh | C diff HTS
N#C[C@@H]1[C@H](c2ccc(-c3ccccc3)cc2)[C@H](CO)N1C(=O)Cc1ccccc1
    -1.5 | ? | -9.5 | 11.2
Cc1ccccc1-c1ccc2c(c1)O[C@@H](CN(C)C)[C@H](C)CN([C@H](C)CO)S2(=O)=O
    -0.1 | -4.1 | · | -1.0
C[C@@H]1CN([C@@H](C)CO)C(=O)c2cc(NC(=O)CCC(F)(F)F)ccc2O[C@H]1CN(C)C(=O)Nc1ccc(C(F)(F)F)cc1
    -1.0 | · | 4.0 | -0.5
C[C@@H]1CN([C@@H](C)CO)C(=O)c2cc(NS(=O)(=O)c3ccc(F)cc3)ccc2O[C@@H](C)CCCCO[C@@H]1CN(C)Cc1ccc2c(c1)OCO2
    0.3 | 118.8* | -73.2 | ·
CN1CCN(C(=O)C[C@H]2CC[C@@H]3[C@H](COC[C@@H](O)CN3CC3CCCCC3)O2)CC1
    -1.7 | -10.1 | 7.5 | ·
C[C@H](CO)N1C[C@H](C)[C@@H](CN(C)C(=O)CN2CCOCC2)Oc2ncc(/C=C/c3ccccc3)cc2C1=O
    7.7 | · | 11.5 | 2.0
COc1cccc(C(=O)N2C[C@H]3[C@@H](c4ccccc42)[C@H](CO)N3C(=O)c2cccc(F)c2)c1
    -1.4 | 28.6 | 8.9 | -2.1
OC[C@H]1[C@H](c2ccc(-c3cccc(F)c3)cc2)[C@H]2CN(CCC(F)(F)F)CCCCN21
    0.3 | 87.9 | 18.1 | 28.5
COc1ccc(C#Cc2ccc3c(c2)[C@@H]2[C@@H](CCN2C(=O)c2cccc(F)c2)[C@@H](CO)N3)cc1
    -0.6 | 102.2* | -59.3 | -0.7
O=C(C[C@H]1C=C[C@@H](NC(=O)CCN2CCCCC2)[C@@H](CO)O1)Nc1ccc(-c2ccccc2)cc1
    0.0 | -104.5 | -46.2 | ·
CO[C@@H]1CN(C)C(=O)c2ccc(NS(C)(=O)=O)cc2OC[C@H](C)N(CC2CCOCC2)C[C@H]1C
    0.7 | 13.1 | -6.1 | ·
C[C@@H]1CCCCO[C@H](CN(C)C(=O)Nc2ccc3c(c2)OCO3)[C@@H](C)CN([C@H](C)CO)C(=O)c2cc(NS(C)(=O)=O)ccc2O1
    5.5 | -24.5 | 29.0 | -4.6
C[C@H](CO)N1C[C@H](C)[C@@H](CN(C)C(=O)Nc2ccc3c(c2)OCO3)Oc2ccc(NC(=O)CCCCCC(=O)Nc3ccccc3N)cc2CC1=O
    0.8 | 31.3 | 6.6 | -6.7
CN1c2ccc(C3=CCCCC3)cc2[C@@H]2[C@@H](CCN2S(=O)(=O)c2ccc(F)cc2)[C@H]1CO
    -0.2 | 71.5 | -13.6 | 0.7
CN(C)C(=O)C[C@@H]1CC[C@H]2[C@@H](COC[C@@H](O)CN2C(=O)C2CCCC2)O1
    1.0 | -33.8 | 28.2 | 15.0&-2.0
O=C(C[C@H]1CC[C@H](NC(=O)Cc2cccnc2)[C@@H](CO)O1)NCc1ccc2c(c1)OCO2
    2.7 | -32.2 | 3.1 | ·
COCCNC(=O)C[C@@H]1C[C@@H]2c3cc(NC(=O)Nc4ccccc4F)ccc3O[C@@H]2[C@H](CO)O1
    5.0 | -26.6 | 15.5 | -2.1
COc1cccc(NC(=O)N(C)C[C@@H]2Oc3cc(/C=C/c4ccccc4)ccc3S(=O)(=O)N([C@H](C)CO)C[C@H]2C)c1
    -0.8 | · | -47.9 | 4.4
O=C(C[C@H]1CC[C@H]2[C@@H](COC[C@@H](O)CN2S(=O)(=O)c2ccc(Oc3ccccc3)cc2)O1)NCCN1CCCCC1
    0.5 | 87.5 | -6.8 | ·
COCC(=O)Nc1ccc2c(c1)[C@@H]1C[C@@H](CC(=O)N3CCCCC3)O[C@H](CO)[C@@H]1O2
    3.5 | 26.8 | 9.4 | 2.6

Additional structures.
Values run as follows: GASC1 inh | T cruzi growth | Pf Dd2 inh | C diff HTS
O=C1CN(S(=O)(=O)c2ccccc2)C[C@@H]2[C@@H](c3ccc(C#Cc4ccccc4)cc3)[C@@H](CO)N12
    -4.5 | · | -25.2 | -14.7
C[C@@H]1CN([C@@H](C)CO)C(=O)CCCn2cc(nn2)CO[C@H]1CN(C)Cc1cccc(C(F)(F)F)c1
    2.1 | -84.4 | -3.2 | ·
O=S(=O)(c1ccccc1)N1CCCCN2[C@H](CO)[C@H](c3ccc(-c4ccccc4F)cc3)[C@@H]2C1
    0.9 | 102.6* | 20.1 | 26.8
C[C@@H]1CN([C@H](C)CO)S(=O)(=O)c2ccc(C3=CCCC3)cc2O[C@@H]1CN(C)C(=O)C1CC1
    -0.8 | -21.5 | 9.5 | ·
O=C(C[C@H]1CC[C@H]2[C@@H](COC[C@H](O)CN2C(=O)Nc2ccc(Cl)c(Cl)c2)O1)NCc1ccc(Cl)c(Cl)c1
    0.0 | 97.0* | -12.2 | ·
COc1ccccc1NC(=O)N[C@@H]1C=C[C@@H](CC(=O)N[C@H](C)c2ccccc2)O[C@H]1CO
    0.4 | 28.4 | -5.2 | ·
CCCNC(=O)[C@@H]1[C@@H](CO)[C@@H]2Cn3c(ccc(C4=CCCC4)c3=O)[C@@H]2N1C(=O)c1cnccn1
    -1.0 | 97.4* | -6.5 | 0.7
CO[C@H]1CN(C)C(=O)c2cc(NC(=O)NC3CCCC3)ccc2OC[C@@H](C)N(CC2CC2)C[C@H]1C
    -0.9 | · | 34.3 | 3.5
CC(C)C(=O)Nc1ccc2c(c1)C(=O)N(C)[C@H]1CC[C@@H](CC(=O)NCc3cccc(F)c3)O[C@H]1CO2
    1.9 | 5.6 | -15.7 | -1.0
CC(C)NC(=O)Nc1cccc2c1O[C@@H](CN(C)S(=O)(=O)c1cn(C)cn1)[C@@H](C)CN([C@H](C)CO)C2=O
    0.5 | -94.8 | 16.0 | -6.4
C[C@@H]1CCCCO[C@@H](CN(C)S(=O)(=O)c2ccccc2)[C@H](C)CN([C@H](C)CO)C(=O)c2cc(NS(=O)(=O)c3cccs3)ccc2O1
    16.8 | 39.7 | · | -4.0
O=C(C[C@H]1C[C@H]2c3cc(NC(=O)c4cccnc4)ccc3O[C@H]2[C@@H](CO)O1)NCC1CC1
    -0.4 | 17.3 | -1.6 | 2.5
O=C(CC1CC1)N1[C@H](CO)[C@@H]2c3ccccc3N(S(=O)(=O)c3ccc(F)cc3)C[C@@H]21
    -0.8 | 18.3 | -4.4 | -1.3
C[C@H]1CN([C@@H](C)CO)S(=O)(=O)c2ccc(C3=CCCCC3)cc2O[C@@H]1CN(C)Cc1cccc(C(=O)O)c1
    -0.7 | -32.7 | -13.1 | -4.4
N#C[C@@H]1[C@H](c2ccccc2)[C@@H](CO)N1S(=O)(=O)Cc1ccccc1
    0.0 | 17.3 | 11.6 | -7.6
Cc1noc(C)c1NC(=O)N(C)C[C@H]1Oc2c(NS(=O)(=O)c3ccccc3)cccc2C(=O)N([C@H](C)CO)C[C@@H]1C
    -0.7 | · | 41.8 | 1.1
O=C(C1CC1)N1C[C@H]2[C@@H](c3ccccc31)[C@H](CO)N2C(=O)c1ccccc1F
    0.8 | 12.4 | -7.9 | -8.0
C[C@@H]1CN([C@@H](C)CO)S(=O)(=O)c2ccc(C#CC3CCCC3)cc2O[C@@H]1CN(C)C(=O)Cc1ccncc1
    1.2 | 121.9* | -32.4 | -0.8
O=C(C[C@H]1CC[C@@H]2[C@H](COC[C@@H](O)CN2S(=O)(=O)c2cccc(F)c2)O1)NCCCN1CCOCC1
    1.3 | 25.0 | 4.1 | ·
CCC(=O)N1CC2(C1)[C@H](c1ccc(-c3cccc(OC)c3)cc1)[C@@H](CO)N2C(C)=O
    0.6 | · | 23.1 | -3.2
N#C[C@H]1[C@@H](c2ccc(C#CC3CCCCC3)cc2)[C@@H](CO)N1C(=O)c1cccc(F)c1
    -1.1 | 91.3 | -66.7 | -7.4
